# Source: PubChem BioAssay (National Center for Advancing Translational Sciences (NCATS))
# Eya2 phos inh: Eya2 (human) phosphatase inhibition | recombinant Eya2, OMFP fluorescence dephosphorylation (OMFP is methylfluorescein phosphate) | 330,000 tested, 0.006% active | Potency, µM (highest dose often 76.9 µM), for inactives: at the highest dose activity, negative = inhibition, most hits filed as inhibitors | O00167; further: potency means the concentration at half of the fitted maximal effect; on the % scale 0 is the no-effect control and ±100 the full control effect
#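 Eya2 protein (added as 0.2 uM solution) was preincubated with compound for 10 min at ambient temperature in 50 mM HEPES pH 7.5, 50 mM NaCl, 5 uM MgCl2, 0.05% BSA, 1 mM DTT. OMFP (added at 50 uM) then reacted 10 min; fluorescence read at 485/525 nm.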
# BCR signal inh: inhibitors of chronic active B-cell receptor signaling; Potency, µM (top dose mostly 46.1 µM), without a hit: top-dose ratio change, negative = lower green/red ratio, hits mostly inhibitors; 340,000 tested, 0.05% active; ABC-DLBCL IkBa-CBG/CBR reporter, luminescence ratio, 4 h; active means well fitted inhibition curve with a large enough effect in the signal ratio, with a control signal flat, not every such curve was filed as active; inconclusive means small, poorly fitted or top-dose-only effect, or effect the other way, or a change in a side signal; the % refers to the signal ratio;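 further: potency means the concentration at half of the fitted maximal effect; plate controls were basal doxycycline-induced cells for no effect and cells given 10 µM MG132 for full effect; MG132 reads +100%, hits lower the ratio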
#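 Compounds up to 46 uM were incubated four hours with TMD8 cells whose green CBG68 luciferase is fused to IkappaBalpha; red CBR luminescence normalised the signal, and concentration-effect curves were fitted to fusion, red and ratio data.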
# Tb PFK inh: T. brucei PFK enzyme inhibition. 330,000 tested, 0.17% active. AID 485367. T. brucei PFK, ADP-Glo luminescence. Potency, µM (doses to about 57.5 µM), inactives show at the top dose activity, negative = inhibition, actives largely listed as inhibitors;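 further: potency means the concentration at half of the fitted maximal effect; 0% = uninhibited 1x PFK enzyme wells and -100% = no-enzyme wells; nearly all actives have a fitted effect of over 60% in size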
# Target sequence (O15648 whole entry, looked up): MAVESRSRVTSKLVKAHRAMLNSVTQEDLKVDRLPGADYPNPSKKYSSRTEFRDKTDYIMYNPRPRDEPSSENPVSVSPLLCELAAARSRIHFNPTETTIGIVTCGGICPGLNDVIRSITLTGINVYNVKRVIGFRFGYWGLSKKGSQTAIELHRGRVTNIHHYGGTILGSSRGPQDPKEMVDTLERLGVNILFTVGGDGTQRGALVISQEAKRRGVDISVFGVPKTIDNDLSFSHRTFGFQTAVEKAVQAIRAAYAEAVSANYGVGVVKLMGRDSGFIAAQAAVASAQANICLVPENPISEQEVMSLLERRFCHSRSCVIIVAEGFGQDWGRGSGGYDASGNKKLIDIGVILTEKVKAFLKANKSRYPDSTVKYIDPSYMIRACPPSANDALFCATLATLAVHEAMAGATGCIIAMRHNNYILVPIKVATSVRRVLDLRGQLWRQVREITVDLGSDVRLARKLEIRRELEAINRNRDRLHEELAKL
#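 Activity is normalized to no-enzyme wells (full inhibition) and 1.25 nM enzyme wells (no inhibition). Reaction: 0.5 mM F6P, 0.1 mM ATP, 45 min RT, ADP-Glo luminescence; concentration-response curves fitted and classed by quality.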
# TSHR antag: human thyrotropin receptor antagonism; TSHR-expressing cells, TSH-stimulated cAMP HTRF, 2 h; hits give low values; activity change, negative = inhibition, % at 11.5 µM; 330,000 tested, 0.2% active; AID 504810;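 active means activity change below a set negative limit, meaning inhibition stronger than a set level, cut at about -70% in these data; inconclusive means activity change between two set negative limits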; further: on the % scale 0 is the no-effect control and ±100 the full control effect
#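 Freshly harvested TSHR cells receive pin-tooled compound, then EC80 TSH at 4nM final. After 2 hours at 37 deg C, antibody in lysis buffer and cAMP-d2 are added; 30 minutes at ambient temperature precede the HTRF read.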
# Mito fusion act: mitochondrial division inhibition or fusion activation. AID 485298. 320,000 tested, 0.23% active. S. cerevisiae fusion-defective mutant growth rescue, CellTiterGlo 48 h. Potency, µM (titrated, usually from 46.1 µM), for the others: at the top dose growth rescue (activation), usual class: activators;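 further: potency means the concentration at half of the fitted maximal effect; % of control where 0% means no effect; nearly all actives have a fitted effect of over 45% in size; temperature-sensitive fusion mutants such as fzo1-1 at 37 °C on non-fermentable ethanol glycerol medium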
#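 Yeast fusion mutant, YPEG (non-fermentable carbon), compound, 48 h at 37C non-permissive; CellTiterGlo added, 10 min RT, luminescence read. Rescued growth = division inhibition.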
# USP2a inh: USP2a (human) protease inhibition; O75604; USP2 core, Ub-CHOP2 coupled fluorogenic reporter, 485/531; Potency, µM (series often up to 38.3 µM), without a hit: at the top dose activity change, negative = inhibition, most hits filed as inhibitors; 330,000 tested, 0.01% active; AID 463254;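 further: potency means the concentration at half of the fitted maximal effect; plate controls were DMSO wells for no effect and full inhibition by NEM control for full effect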
#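 Deubiquitinase activity read as fluorescence (485/531 nm) after Ub-CHOP2 cleavage activates the enterokinase reporter on its substrate; USP2 core 10nM, Ub-CHOP2 and substrate 25nM each, 30min compound preincubation then 60min RT; data normalized to NEM, curves fitted.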
# B2AR arrestin: recruits beta-arrestin to the human beta2-adrenergic receptor; 330,000 tested, 0.02% active; AID 492947; Potency, µM (top dose mostly 46.1 µM), for the others: at the highest dose activation, actives largely listed as activators; beta-arrestin recruitment to beta2AR, cell-based reporter;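 further: potency means the concentration at half of the fitted maximal effect; 0% = DMSO controls and full agonism = EC100 isoproterenol or metaproterenol; nearly all actives have a fitted effect of over 65% in size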
# Target sequence (P07550 whole entry, looked up): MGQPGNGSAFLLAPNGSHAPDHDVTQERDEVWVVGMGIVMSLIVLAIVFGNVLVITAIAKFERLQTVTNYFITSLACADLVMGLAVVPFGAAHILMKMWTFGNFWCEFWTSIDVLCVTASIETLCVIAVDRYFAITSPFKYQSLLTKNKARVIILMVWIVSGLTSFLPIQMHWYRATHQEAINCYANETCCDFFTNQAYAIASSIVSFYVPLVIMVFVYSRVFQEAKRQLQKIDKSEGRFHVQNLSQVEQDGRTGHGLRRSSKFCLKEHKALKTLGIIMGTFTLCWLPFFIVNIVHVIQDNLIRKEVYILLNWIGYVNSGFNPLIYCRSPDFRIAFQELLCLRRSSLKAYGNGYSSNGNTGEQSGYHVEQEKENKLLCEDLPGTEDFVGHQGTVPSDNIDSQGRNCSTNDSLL
# uPA surface inh: inhibitors of cell surface uPA generation; cell surface uPA generation assay, qHTS; AID 540303; 330,000 tested, 0.31% active; Potency, µM (series often up to 38.3 µM), inactives show at the top dose activity change, negative = inhibition, usual class: inhibitors; active means well fitted inhibition curve with a large enough effect; inconclusive means small, poorly fitted or top-dose-only effect; inactive means no such curve, though single readings can be large or run the other way; tested in mouse RAW 264.7 cells; further: potency means the concentration at half of the fitted maximal effect; on the % scale 0 is the no-effect control and ±100 the full control effect; nearly all actives have a fitted effect of over 55% in size
# TSG101-PTAP inh: blocks PTAP/TSG101 interaction to inhibit HIV-1 budding. Fluorescence polarization, FITC-PTAP peptide / Tsg101 binding. Potency, µM (highest dose often 115 µM), for inactives: at the highest dose activity change, negative = inhibition, actives largely listed as inhibitors. 340,000 tested, under 10 active. AID 493005; active means well fitted inhibition curve with a large enough effect in the main read-out, with a control signal flat, not every such curve was filed as active; inconclusive means small, poorly fitted or top-dose-only effect, or effect the other way, or a change in a side signal; inactive means no such curve, though single readings can be large or run the other way; further: potency means the concentration at half of the fitted maximal effect; % of control where 0% means no effect
#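 Steps: Tsg101 binding domain dispensed (10 uM final), compounds pinned in DMSO, FITC-labeled PTAP-motif peptide added (50 nM final); after 20 min binding at room temperature, polarization measured.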
# TCR act: activators of T cell receptors; 330,000 tested, under 10 active; primary human leukocytes, anti-CD3, IL-2 HTRF, 48 h; Potency, µM (top dose mostly 9.22 µM), for the others: at the highest dose activation of IL-2 secretion, usual class: activators; AID 504894; further: % of control where 0% means no effect
#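 IL-2 produced over 48 hr by a-CD3 bead-stimulated primary human leukocytes exposed to compounds was detected with a homogeneous time-resolved FRET immunoassay, 665nm acceptor signal after 320nm excitation.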
# ELG1 DNA repair: blocks ELG1-dependent DNA repair in HEK293T cells | 330,000 tested, 2.3% active | HEK293T ELG1-luciferase reporter, luminescence, 16 h; DNA damage induced by 5-fluorouridine | AID 504467 | Potency, µM (series often up to 46.1 µM), without a hit: at the highest dose activity change, negative = inhibition, usual class: inhibitors; further: potency means the concentration at half of the fitted maximal effect; on the % scale 0 is the no-effect control and ±100 the full control effect; nearly all actives have a fitted effect of over 55% in size
#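 Cells (2,000 per well) received 5-fluorouridine plus test compound or DMSO and were incubated 16 hr at 37 °C, 5% CO2. Luciferase activity was read by luminescence 30 min after ONE-Glo addition; signal suppression marked inhibition of damage-induced ELG1 function.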
# The depositor's hits bear a star; ? = inconclusive; . = no result given; & = joins results of further samples; ! = repeats disagree; [ ] = remark or other dose. Unless noted, the call rests on the fitted dose curve; in most records, active means well fitted curve in the direction sought with a large enough effect; inconclusive means small, poorly fitted or top-dose-only effect, or another doubt; inactive means no such curve, though single readings can be large; an effect the other way counts as inactive or inconclusive.
nr	canonical_smiles	Eya2 phos inh	BCR signal inh	Tb PFK inh	TSHR antag	Mito fusion act	USP2a inh
1	CCCCNC(=O)C(c1ccc(OCC(=O)OC)c(C(=O)OC)c1)N(CCOC)C(=O)CCCCCN1C(=O)NC(c2ccc(-c3ccccc3)cc2)C(C(=O)OCc2ccccc2)=C1C (configuration not stated)	7%	?	-3%	-9	-16%	-3%
2	CCOC(=O)/C(=C\c1cn(C)c2ccccc12)[N+](=O)[O-]	-9%	4%	-7%	-7	0%	3%
3	CC(C)c1ccc(S(=O)(=O)N2CCN(C(=O)C3CC3C)CC2)cc1 (configuration not stated)	-6%	3%	1%	-4	17%	1%
4	CCc1nnc(NC(=O)NCN2C(=O)C3C4C=CC(C4)C3C2=O)s1 (configuration not stated)	12%	9%	0%	2	-6%	1%
5	C/C=C/C=C/C(=O)Nc1nccs1	1%	?	0%	-14	-1%	4%
6	Nc1nnc(-c2cccc(Cl)c2Cl)c(N)n1	0%&4%&0%	0%&1%	-2%&1%	-26&6&-4	21µM*!	-1%&0%
7	CCOc1ccc(NC(=O)CN2C(=O)NC3(CCCCCC3)C2=O)cc1	4%	0%	3%	.	.	5%
8	COc1ccc(C(CNC(=O)c2cccc(NC(=O)c3cccs3)c2)N2CCCC2)cc1 (configuration not stated)	12%	?	-7%	21	-2%	-1%
9	COc1ccc(C(CNC(=O)Cc2ccccc2)N2CCCCC2)cc1 (configuration not stated)	?	1%	-2%	-7	-7%	1%
10	CC(=O)Nc1ccc(S(=O)(=O)N2CCN(S(=O)(=O)N3CCOCC3)CC2)cc1	15%	1%	-5%	5	3%	0%
11	CN(C)CCNC(=S)Nc1ccc(Cl)cc1Cl	5%	-2%	-7%	5	-8%	2%
12	CC(/C=N\NC(=O)c1ccc2c(c1)OCO2)c1ccccc1 (configuration not stated)	12%	?	-4%	6	0%	1%

nr	B2AR arrestin	uPA surface inh	TSG101-PTAP inh	TCR act	ELG1 DNA repair
1	-0.3%	.	.	.	?
2	-0.9%	-3%	0%	-7%[46.1 µM]	?
3	0.2%	-2%	-4%	-2%	0%
4	-1.8%	0%	-2%	0%	16%
5	-0.4%	-3%	-5%	10%	?
6	-0.1%&-0.4%	-9%	-2%	-3%	-10%
7	-0.1%	-19%	1%	0%	21%
8	0.6%	1%	-3%	1%	-17%
9	-0.1%	.	0%	-4%	1%
10	-0.1%	1%	-6%	0%	-11%
11	-0.4%	-21%	-1%	-2%[46.1 µM]	?
12	-0.3%	-17%	-5%	5%	10%

# Carrying on.
nr	canonical_smiles	Eya2 phos inh	BCR signal inh	Tb PFK inh	TSHR antag	Mito fusion act	USP2a inh
13	Cc1nnc(Nc2ccc(C(=O)O)cc2)[nH]c1=O	9%	-4%	3%	-1	5%	2%
14	CCOc1ccc(-n2c(=O)c3sccc3n(CC(=O)Nc3cccc(OC)c3)c2=O)cc1	14%	8%	2%	14	3%	-1%
15	COc1cccc(C(=O)COc2ccc3c(C)c(Cc4ccccc4)c(=O)oc3c2)c1	0%	-8%	1%	-20	1%	1%
16	Cc1cccc(OCCCC(=O)Nc2ccc(S(N)(=O)=O)cc2)c1C	-2%	1%	2%	14	-8%	3%
17	Cc1[nH]c2ccccc2c1/C=N/NC(=O)c1cccc([N+](=O)[O-])c1	8%	-1%	-1%	13	-5%	2%
18	Cc1onc(-c2ccccc2)c1C(=O)/C=C/N(C)C	-6%	7%	4%	-10	-3%	4%
19	CCCCc1cc(=O)oc2cc(C)cc(OCC(=O)NCC3CCC(C(=O)O)CC3)c12 (configuration not stated)	0%	-7%	-5%	-8	0%	0%
20	COc1ccc(C2c3cc(OC)c(OC)cc3CCN2C(=O)c2ccccc2Br)cc1OC (configuration not stated)	5%	-6%	1%	-2	-4%	-5%
21	CCOC(=O)C1=C(C)NC(C)=C(C(=O)OCC)C1C(=O)OCC(=O)N1CCc2ccccc2C1	4%	-16%	-3%	6	-1%	3%
22	O=C1c2ccccc2-c2cccc(C(=O)N3CCCCCC3)c21	2%	3%	-2%	-13	12%	1%
23	O=C(NCC1CCCN1S(=O)(=O)c1cccs1)C(=O)Nc1cccc(F)c1 (configuration not stated)	19%	-3%	5%	-10	11%	1%
24	O=C(N/N=C/c1ccco1)c1cc(-c2ccc(Cl)cc2)n[nH]1	0%	10%	-3%	-2	9%	-1%

nr	B2AR arrestin	uPA surface inh	TSG101-PTAP inh	TCR act	ELG1 DNA repair
13	-0.3%	1%	2%	1%	10%
14	0.4%	24%	2%	13%	4%
15	-1.1%	-2%	0%	3%[46.1 µM]	-27%
16	-0.4%	6%	0%	-5%[46.1 µM]	-5%
17	0.2%	-1%	2%	4%	-18%
18	0.3%	14%	-3%	0%	5%
19	0.1%	0%	2%	-7%	3%
20	-0.1%	10%	-3%	-2%	?
21	0.1%	0%	-9%	.	-19%
22	0.5%	-5%	0%	-3%[46.1 µM]	-1%
23	0.2%	-1%	0%	0%	9%
24	-0.7%	0%	0%	-4%	16%

# The list goes on, overlapping the part above by 2 compounds.
nr	canonical_smiles	Eya2 phos inh	BCR signal inh	Tb PFK inh	TSHR antag	Mito fusion act	USP2a inh
23	O=C(NCC1CCCN1S(=O)(=O)c1cccs1)C(=O)Nc1cccc(F)c1 (configuration not stated)	19%	-3%	5%	-10	11%	1%
24	O=C(N/N=C/c1ccco1)c1cc(-c2ccc(Cl)cc2)n[nH]1	0%	10%	-3%	-2	9%	-1%
25	Cc1cccc(C)c1NC(=O)CSc1nnc(C2CCCCC2)o1	4%	4%	-1%	9	6%	-1%
26	O=C(c1ccccc1)N1CCN(C(=O)C23CC4CC(CC(C4)C2)C3)CC1	1%	?	-5%	-10	-5%	-1%
27	Cc1cc(C)n(CC2CC(=O)N(c3ccc(F)c(Cl)c3)C2=O)n1 (configuration not stated)	-1%	1%	-4%	24	6%	2%
28	COc1ccc(NC(=O)Nc2cccc3c2O[C@H](CN(C)S(=O)(=O)c2ccc(F)cc2)[C@@H](C)CN([C@H](C)CO)C3=O)cc1	-9%	-4%	1%	-9	.	1%
29	COc1ccccc1OCCn1cc(C(=O)C(C)C)c2ccccc21	-7%	-9%	-2%	7	5%	-2%
30	CO/N=C(\c1ccccc1)c1cccnc1	-12%	-1%	-3%	3	2%	3%
31	CCCOc1ccc(-c2c(C(=O)N/N=C/c3cccnc3)nnn2-c2nonc2N)cc1	-14%	10%	1%	-6	0%	4%
32	CCOC(=O)C1CCCN(S(=O)(=O)c2cnc(Cl)c(Br)c2)C1 (configuration not stated)	-10%	4%	2%	-45	-3%	2%
33	O=C(CCC(=O)N1CCSc2ccccc21)Nc1cccc(F)c1	?	24%	0%	24	-1%	0%
34	Cc1cc(C)c2c(-n3cccc3)nn(CC#N)c2n1	0%	?	0%	12	0%	1%
35	CC(C(=O)NCc1cccs1)n1cccc1 (configuration not stated)	-4%	0%	0%	3	3%	1%
36	CCC(OC(=O)CNS(=O)(=O)c1ccccc1)C(=O)c1ccccc1 (configuration not stated)	9%	14%	7%	-15	0%	1%

nr	B2AR arrestin	uPA surface inh	TSG101-PTAP inh	TCR act	ELG1 DNA repair
23	0.2%	-1%	0%	0%	9%
24	-0.7%	0%	0%	-4%	16%
25	-0.3%	0%	-6%	-6%	4%
26	-0.2%	-5%	-7%	-2%	-10%
27	-1.1%	3%	-1%	-3%	17%
28	-1.0%	-22%	-9%	-9%	-7%
29	-1.1%	2%	0%	-7%	-18%
30	-0.6%	8%	-4%	-2%	6%
31	0.5%	7%	-2%	-1%	0%
32	-0.3%	-30%	-1%	-4%	25%
33	-0.2%	10%	-5%	1%	0%
34	-0.8%	-2%	-7%	-5%	3%
35	0.5%	2%	-3%	-5%	0%
36	-0.3%	3%	-6%	0%	8%
